# NPY-Y1 PAM-ag: potentiators or agonists of human neuropeptide Y receptor Y1; hit rate 0.37% among 220,000; activation, % at 3.6 µM; AID 1304; P25929; NPY-Y1 expressing cells, potentiator/agonist activation; in the data active = activation above about 33%, passing the limit was not always enough;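 note: cells stimulated with NPY at EC10 then isoproterenol at EC100; 0% = low agonist plus stimulus and 100% = saturating agonist plus stimulus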
# Target sequence (P25929 whole entry, looked up): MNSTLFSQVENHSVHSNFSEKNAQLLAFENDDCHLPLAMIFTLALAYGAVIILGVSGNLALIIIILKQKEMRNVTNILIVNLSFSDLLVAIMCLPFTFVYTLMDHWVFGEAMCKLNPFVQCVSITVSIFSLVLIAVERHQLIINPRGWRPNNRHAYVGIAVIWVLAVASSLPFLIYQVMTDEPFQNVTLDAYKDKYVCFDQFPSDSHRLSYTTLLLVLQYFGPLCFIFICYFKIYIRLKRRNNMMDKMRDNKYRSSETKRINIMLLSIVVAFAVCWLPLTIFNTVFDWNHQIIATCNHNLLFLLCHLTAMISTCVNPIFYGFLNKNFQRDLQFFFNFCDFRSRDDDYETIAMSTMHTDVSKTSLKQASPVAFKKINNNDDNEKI
# NPY-Y1 antag: blocks the human neuropeptide Y Y1 receptor | P25929 | HEK293-CNG Y1 cells, membrane potential fluorescence; NPY at EC95, then isoproterenol | inhibition, % at 3.6 µM | hit rate 1% among 200,000 | AID 1040;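 active = inhibition above the campaign mean inhibition of all tested compounds plus 3 SD, cut at about 20% in these data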;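 note: 0% = DMSO wells given NPY plus isoproterenol and 100% = isoproterenol alone without NPY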
#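 Test system: HEK293 cells co-expressing NPY Y1 receptor and cyclic-nucleotide gated channel; Also added: NPY (25 nM), isoproterenol (1 µM), Ro 20-1724 (25 µM); Compound dosing: one concentration, 3.6 µM, in 0.4% DMSO; Timing: dye 3 h, compound 60 min room temperature, stimulation 45 min; Technique: Membrane-potential fluorescent dye readout.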
# PPC-1+TRAIL kill: compounds killing PPC-1 cancer cells with TRAIL present (potentiator screen, no TRAIL-free arm); PPC-1 cells + TRAIL, ATPLite viability luminescence; cell killing (% activity), % at 4 µM; hit rate 0.41% among 220,000; AID 1443;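 active = cell killing above 50% in the first pass at 4 µM, then a duplicate retest at 5 µM averaging 50% or more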;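 note: plate controls were cells with TRAIL plus DMSO for no effect and medium-only wells lacking cells for full effect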
# TRPN1 ag: zebrafish TRPN1 (NompC) channel agonism; hit rate 0.18% among 220,000; HEK293 zebrafish TRPN1-YFP, Fluo-8 calcium fluorescence; 100% = response to 87 µM carbachol; activation, % at 3 µM; AID 1424;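 active = activation above its plate's cutoff, the mean activation of test wells on that plate plus 3 SD, cut at about 19% in these data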;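 note: 0% = DMSO alone and 100% = 87 µM carbachol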
#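 System: zebrafish TRPN1-YFP in HEK293 cells / Dosing: 3 µM single point / Timing: dye loading 1 h at 37 °C, then 30 min room temperature / Signal: Fluo-8 calcium fluorescence, excitation 470-495 nm, emission 515-575 nm / Read-out basis: percent activation from peak over basal fluorescence ratio, control-normalized / Control set: high carbachol 87 µM, low DMSO alone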
# CHOP inh: inhibitors of CHOP induction in ER stress response; CHO-K1 CHOP-promoter luciferase, tunicamycin-induced, 15-18 h; inhibition, % at 10 µM; hit rate 3.8% among 220,000; AID 2732;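 active = compounds that reduced the stress-induced luciferase reporter signal by more than about 70% of percent inhibition, limit read from the data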;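 note: 0% = tunicamycin plus vehicle and 100% = wells without tunicamycin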
# EP2 antag: EP2 receptor (human) inhibition; P43116; C6 glioma cells expressing human EP2, cAMP TR-FRET; cells stimulated with saturating PGE2; inhibition, % at 25 µM; hit rate 0.52% among 260,000;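 active = percent inhibition above 40 after rounding to a whole number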;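 note: rat C6 glioma host cells with rolipram phosphodiesterase inhibitor present; the protocol text gives 20 µM as final concentration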
# Target sequence (P43116 whole entry, looked up): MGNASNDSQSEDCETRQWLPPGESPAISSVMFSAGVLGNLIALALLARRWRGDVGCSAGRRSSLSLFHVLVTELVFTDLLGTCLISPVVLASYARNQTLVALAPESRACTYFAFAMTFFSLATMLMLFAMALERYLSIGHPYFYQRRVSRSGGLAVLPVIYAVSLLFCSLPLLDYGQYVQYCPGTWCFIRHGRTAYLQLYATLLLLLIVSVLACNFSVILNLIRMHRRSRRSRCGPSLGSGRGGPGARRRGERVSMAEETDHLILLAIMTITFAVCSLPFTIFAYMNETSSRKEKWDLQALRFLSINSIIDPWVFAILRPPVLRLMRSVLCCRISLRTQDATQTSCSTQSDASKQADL
# TRPML3 ag: human mucolipin-3 channel agonism; HEK293 TRPML3-YFP, Fluo-8 calcium fluorescence; 100% = the carbachol control signal; activation, % at 3 µM; hit rate 0.29% among 220,000;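 active = activation above its plate's cutoff, the mean activation of the plate's test wells plus 3 SD, cut at about 12% in these data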;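 note: 0% = DMSO only wells and 100% = carbachol wells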
#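 Test system: TRPML3-YFP stable HEK293 cells. Doses: single point at 3 µM. Incubation: dye loading 1 h 37 °C then 30 min ambient, 125 s read. Signal: Fluo-8 calcium dye fluorescence, ex 470-495, em 515-575 nm. Measure: percent activation from peak-to-basal fluorescence ratio, scaled between DMSO and carbachol.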
# 14-3-3 Bad inh: disrupts binding of bovine 14-3-3 zeta to phospho-Bad peptide | P63103 | hit rate 0.71% among 220,000 | inhibition, % at 21.7 µM | TR-FRET 14-3-3zeta/Dy647-pBad peptide displacement, 1 h;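 active = inhibition above about 70%, limit read from the data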;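 note: 0% = full 14-3-3 plus peptide FRET controls and 100% = background without 14-3-3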
# Target sequence (P63103 whole entry, looked up): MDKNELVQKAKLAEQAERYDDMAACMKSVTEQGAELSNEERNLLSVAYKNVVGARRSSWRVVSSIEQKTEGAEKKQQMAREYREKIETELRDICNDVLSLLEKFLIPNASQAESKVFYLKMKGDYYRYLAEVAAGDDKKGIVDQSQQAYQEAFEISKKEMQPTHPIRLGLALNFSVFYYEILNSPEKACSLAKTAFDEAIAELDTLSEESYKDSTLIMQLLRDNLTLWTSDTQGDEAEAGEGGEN
# EP2 modulator: EP2 receptor (human) modulation | AID 940 | hit rate 0.83% among 260,000 | induction, % at 25 µM | P43116 | EP2-expressing cells, cAMP HTRF FRET, PGE2 co-stimulation;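 active = compounds whose cAMP rise, as percent of the full-agonist control response, exceeds 60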;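 note: rat C6 glioma line stably carrying human EP2 under a CMV promoter; the protocol text gives 20 µM as final concentration; 100% = response of wells given 1 µM PGE2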
# * = called active by the depositor; . = no result given; [ ] = dose if it differs, or a comment. Only part of the results is shown; rates above refer to the full screens.
# Below each SMILES – TRPN1 ag	NPY-Y1 antag	TRPML3 ag	NPY-Y1 PAM-ag	EP2 modulator	14-3-3 Bad inh	CHOP inh	EP2 antag	PPC-1+TRAIL kill
Cc1cc(C)n(CC(=O)n2c3ccccc3c3ccccc32)n1
→ -0.8	-2	0.1	9	14	10	-39	11	-18
CS(=O)(=O)Nc1cccc(C2=NN(S(=O)(=O)c3ccccc3)C(c3cccs3)C2)c1 (configuration not stated)
→ 1.6	8	-0.4	3	27	-7	14	-2	24
CCCCNC(=O)c1ccc(CS(=O)(=O)c2ccc(OC)cc2)o1
→ 1.1	-2	0.5	10	-3	2	17	6	14
CC1CCCCN1c1nc2nonc2nc1N1CCCCC1C (configuration not stated)
→ -1.8	7	-0.7	18	25	-3[fluorescence artefact?]	4	5	20
COC(=O)c1cc(=O)n(C2CC2)c(=NC2CC2)s1
→ -0.2	-3	-0.1	-36	28	4	-1	5	43
CC1CCCCN1S(=O)(=O)c1ccccc1[N+](=O)[O-] (configuration not stated)
→ -0.1	4	5.6	3	22	-1	17	8	14
CCOC(=O)/C(C#N)=C/Nc1cc(F)ccc1C
→ -2.1	.	0.1	4	10	-3	3	3	4
COc1ccc(NC(=O)Nc2ccc(OC)c(OC)c2)c([N+](=O)[O-])c1
→ 1.4	1	0.6	4	-8	-1	22	4	19
O=C(O)CCn1cc(/C=C2\SC(=S)NC2=O)c(-c2ccccc2)n1
→ 3.3	-1	1.8	-11	22	6	9	4	12
CCOc1ccc(-c2nnc3sc(-c4ccccc4OC)nn23)cc1
→ -0.4	-4	0.5	5	.	.	.	.	.
CCCCSc1nnc([C@@H]2CCCN2C(=O)OC(C)(C)C)o1
→ 1.1	-3	0.1	-3	-9	-1	44	9	6
O=C(O)CCC(=O)Nc1ccc(OCC(=O)O)cc1
→ 1.7	-4	0.9	-3	32	43	-6	3	16
COc1ccc(CCN=C(N)NS(=O)(=O)c2ccc(C)cc2)cc1
→ -2.6	6	-1.3	-2	2	10[fluorescence artefact?]	-15	11	8
O=C(CCc1nc2ccccc2[nH]1)Nc1ccccc1
→ 0.1	-3	0.0	1	-6	4	50	7	-23
CC(=O)c1cccc(NC(=O)COC(=O)c2cccc(N3C(=O)c4ccccc4C3=O)c2)c1
→ 1.0	1	0.7	-10	0	10	15	10	8
COC(=O)c1ccc(COC(=O)c2ccc(SC)cc2OC)cc1
→ -1.0	6	0.1	-44	-9	-1	11	9	-4
CCOc1ccccc1NC(=O)c1ccccc1-c1nc(-c2ccccc2)no1
→ -2.3	25*	-1.4	-80	66*	-10	3	8	3
O=C(N/N=C/c1c[nH]c2ccc(Br)cc12)C1CC1
→ 3.2	.	1.0	58*	-66	29	14	18	6
Cc1nnc(SCC(=O)N2CCN(S(=O)(=O)c3ccc(Cl)cc3)CC2)[nH]c1=O
→ 0.5	2	0.6	4	-1	12	5	11	-2
O=C(c1cccc2ccccc12)n1nnc2ccccc21
→ 0.9	8	0.8	-7	.	.	.	9	.
O=[N+]([O-])c1ccc(N2CCSCC2)cc1O
→ -0.1	.	0.4	7	-21	-14	14	10	7
CC1Cc2ccccc2N1C(=O)c1ccc2c(c1)nnn2C (configuration not stated)
→ 0.7	-4	1.4	1	28	5	3	15	11
Cc1cc(C)nc(SCc2nnc(SCC(=O)Nc3cc(C(F)(F)F)ccc3Cl)o2)n1
→ -0.1	-2	0.3	-2	-1	-8	27	6	0
Cc1ccc(OCCCSc2n[nH]c(N)n2)cc1
→ -0.5	0	0.1	-11	-18	-3	-3	5	4
CCC1CCCCN1c1ccc([N+](=O)[O-])cc1/C=N/NC(=O)Cn1c2ccccc2c(=O)c2ccccc21 (configuration not stated)
→ 0.1	-1	0.9	-9	35	10	43	10	22
O=C(Cc1ccccc1)NNC(=O)c1ccc(NC(=O)c2ccccc2)cc1
→ -0.3	3	0.5	-3	-26	62	14	4	13
N/C(=N\OC(=O)Nc1ccccc1)c1ncc(C(F)(F)F)cc1Cl
→ -0.9	14	1.7	-2	-4	12	-24	11	-4
CN(C)c1[nH]c(=O)c(C#N)c2c1CCN2Cc1ccccc1
→ 0.5	-2	0.1	-3	13	6	32	10	14
CN(c1cccc(NC(=O)Cc2ccccc2)c1)S(C)(=O)=O
→ 1.0	4	1.1	18	16	-1	36	13	16
CCOc1ccc(-c2nc(C#N)c(N3CCN(C)CC3)o2)cc1
→ 0.3	6	0.7	-9	5	14	4	16	-11
CC(C)(C)c1ccc(C(=O)N2CCC(=O)N(C(COCc3ccccc3)Cc3ccccc3)CC2)cc1 (configuration not stated)
→ 0.1	8	0.2	-17	13	-11[fluorescence artefact?]	20	11	26
CCOc1ccc2nc(N=NC3=C(O)CC(C)(C)CC3=O)sc2c1
→ -0.2	3	0.5	-12	-30	-18	50	7	8
CN(C)c1ccc(CN2CCC(C(N)=O)CC2)cc1
→ -0.2	2	1.0	6	37	8	-5	2	-12
O=C(O)COCC(=O)Nc1ccc(-n2cnnn2)cc1
→ 0.4	-2	0.6	10	25	2	8	3	8
O=C(NCC(=O)N(Cc1cccs1)C(C(=O)NC1CCCC1)c1ccncc1)c1ccco1 (configuration not stated)
→ -0.2	3	-0.2	3	-4	3	-5	14	9
CN=C(C)/C(C(=O)OC)=C(/O)c1c(F)cccc1F
→ 0.4	.	0.7	4	-12	-1	8	14	23
Cc1sc(NC(=O)c2cccs2)nc1-c1ccccc1
→ 0.9	9	1.0	-1	0	13	50	4	-1
O=C(O)c1ccccc1C(=O)c1ccc(N2CCOCC2)c([N+](=O)[O-])c1
→ 0.2	14	1.0	13	16	-7	-9	1	41
COc1ccc(-c2cc(C(=O)NCc3ccccc3)no2)cc1OC
→ 0.6	5	-0.5	-6	-60	-11	14	8	-6
COc1ccc2cc3c(N)nn(C(=O)c4cccc(F)c4)c3nc2c1
→ -0.6	.	0.3	1	-33	11	37	2	30

# Two entries from above, in CSV form:
mol,TRPN1 ag,NPY-Y1 antag,TRPML3 ag,NPY-Y1 PAM-ag,EP2 modulator,14-3-3 Bad inh,CHOP inh,EP2 antag,PPC-1+TRAIL kill
COc1ccc(-c2cc(C(=O)NCc3ccccc3)no2)cc1OC,0.6,5,-0.5,-6,-60,-11,14,8,-6
COc1ccc2cc3c(N)nn(C(=O)c4cccc(F)c4)c3nc2c1,-0.6,.,0.3,1,-33,11,37,2,30

# Carrying on:
# Below each SMILES – TRPN1 ag	NPY-Y1 antag	TRPML3 ag	NPY-Y1 PAM-ag	EP2 modulator	14-3-3 Bad inh	CHOP inh	EP2 antag	PPC-1+TRAIL kill
CCCCn1nc2cc(C(=O)NCc3ccc(OC(F)(F)F)cc3)ccc2c1OC
→ -0.6	8	-0.8	-11	20	71*	54	4	6
CCOC(=O)C1Cc2c([nH]c3ccccc23)C(C)N1 (configuration not stated)
→ 0.1	1	0.7	0	25	22	-15	10	16
COc1ccc(OC)c(/C=N/NC(=O)CNC(=O)c2ccc(S(=O)(=O)N3CCOCC3)cc2)c1
→ 0.8	4	0.2	7	-20	-33	-4	5	1
Cc1cc(C(=O)NCc2ccccc2F)cs1
→ -1.2	-3	0.0	18	-5	7	-12	0	18
COc1ccc(CNC(=O)CSc2ncn[nH]2)cc1
→ 1.0	-4	0.5	-7	-2	-2	-42	10	11
Cc1nn(Cc2ccccc2Cl)c(C)c1NC(=O)c1ccn(C)n1
→ 2.7	3	0.6	4	2	2[fluorescence artefact?]	3	8	16
CS(=O)(=O)N(CC(=O)NCCSc1ccccn1)c1ccc(F)cc1
→ 0.3	-2	0.0	13	5	-2	-8	1	2
COc1ccc(Cl)c(NC(=O)Cn2nnc(-c3ccccc3N)n2)c1
→ -0.5	-4	0.7	18	-3	-6	-11	7	10
CCN1CCN(C(=O)c2cn(CCOC)c(=O)c3c2c2ccccc2n3C)CC1
→ -0.8	3	0.6	-7	-9	17	0	4	12
N=C1c2ccccc2CN1NC(=O)CC12CC3CC(CC(C3)C1)C2
→ 1.2	4	0.9	-11	-39	7[fluorescence artefact?]	20	12	-2
COc1ccc(CCn2c(C)c(C(C)=O)c3cc(OC(=O)c4ccco4)ccc32)cc1OC
→ 0.7	2	0.6	0	-24	7	26	9	9
Cc1cc(-c2cccc(Br)c2)c(C#N)c(N)n1
→ -3.4	1	-1.0	-30	44	-11	21	12	14
COc1cc(OC)c(NC(=O)c2ccco2)cc1Cl
→ 0.6	7	-0.5	2	-1	0	72*	9	11
CCN(CC)C(=O)C(C)OC(=O)COc1ccc(Cl)cc1Cl (configuration not stated)
→ 0.2	9	1.6	-12	2	24	36	8	12
CCCCCOc1ccc(C(=O)N(Cc2ccco2)C2CCS(=O)(=O)C2)cc1 (configuration not stated)
→ 0.5	2	-0.2	-8	-15	6	23	1	24
Nc1cc(C(=O)O)ccc1Nc1ccc(F)c(F)c1
→ -0.5	-2	0.4	-7	-9	2	24	12	-23
CCOc1ccc(S(=O)(=O)N2CCN(C(=S)NCc3ccco3)CC2)cc1
→ -0.2	0	0.5	8	-82	-7	13	6	16
O=C(c1cccc(COc2ccc(Cl)cc2Cl)c1)N1CCN(c2ccccn2)CC1
→ -1.5	10	-0.1	-63	-3	3	38	6	6
CC(=O)N1N=C2/C(=C/c3ccccc3)CCCC2C1c1ccccc1 (configuration not stated)
→ -2.1	11	-1.0	11	70*	-2	56	8	19
FC(F)Oc1ccc(-c2c[n+]3c(n2-c2ccccc2)CCCCC3)cc1
→ 0.5	.	-0.1	10	-18	-5	0	4	-4
CCOC(=O)c1ccc(-n2c(C)nc3c(cnn3-c3ccccc3C)c2=O)cc1
→ 0.8	0	1.4	-5	-10	6[fluorescence artefact?]	20	4	24
O=C(NCCN1CCOCC1)c1ccc(CSc2nc3ccncc3n2Cc2ccc(F)cc2)cc1
→ 1.6	2	-0.2	-4	24	-6	8	1	-9
Cn1c(NCC(O)c2ccccc2)nc2c1c(=O)n(Cc1ccc(Cl)cc1)c(=O)n2C (configuration not stated)
→ 2.3	-2	0.9	-14	-1	-32	50	13	16
O=C(c1ccc(Cl)c(Cl)c1)N1CCOCC1
→ 1.7	-2	-0.5	1	37	8	-3	8	20
NC(=O)c1ccc(NCCc2ccccc2)c([N+](=O)[O-])c1
→ -1.5	-4	-0.3	2	-34	8	-6	5	-3
Cc1ccc(C)c(Cn2c(=O)n(CCC(=O)NCc3ccco3)c(=O)c3ccccc32)c1
→ 0.5	-2	0.3	-11	35	16[fluorescence artefact?]	83*	.	5
CN(C)c1cccc(C(=O)OC(C(=O)Nc2ccc(Cl)cc2C(F)(F)F)c2ccccc2)c1 (configuration not stated)
→ 0.1	3	0.5	-14	24	3[fluorescence artefact?]	-5	7	14
CCN1CCN(C(=O)Nc2cc(Cl)ccc2OC)CC1
→ 0.1	-2	0.8	4	-18	-11	-29	6	12
